Bioassay records from PubChem.
HP1b chromo inh – blocks HP1-beta chromodomain binding to methylated histone tails; AlphaScreen HP1-beta / biotin-H3K9me3 peptide binding; Potency, µM (doses to about 114 µM), without a hit: at the top dose activity change, negative = inhibition, most hits filed as inhibitors; 390,000 compounds, 0.56% hits; AID 540317; note: potency is the fitted concentration of half-maximal effect; nearly all actives have a fitted effect of over 70% in size; inactives centre near 23
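Compound inhibition of the preformed complex between 50 nM HP1-beta and 50 nM biotinylated H3K9me3 peptide was read by AlphaScreen. Buffer was PBS pH 7.4 with 0.01% Tween-20. Incubations ran 30 min at room temperature, with 10 ug/mL donor/acceptor beads.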
PI4K2A inh – blocks human PI4K2A kinase activity | Q9BTU6 | purified PI4K2A, ADP-Glo luminescence, 1 h; hits give low values | activity change, negative = inhibition, % at 76.9 µM | 420,000 compounds, 0.13% hits; in the data active = activity change below about -50%; inconclusive = mostly about -30% to -49%;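 note: -100% = wells without enzyme as full effect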
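Compounds are screened against recombinant PI4K2A using PI as substrate and ATP, the latter dispensed at 300 microM. Reactions run one hour at ambient temperature before ADP-Glo detection; full inhibition defined by wells lacking enzyme.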
G9a inh – G9a (human) methyltransferase inhibition | Q96KQ7 | 350,000 compounds, 8.8% hits | AID 504332 | Potency, µM (titrated, usually from 102 µM), without a hit: at the top dose activity, negative = inhibition, most hits filed as inhibitors | G9a H3K9 monomethylation, AlphaScreen, 2 h; note: potency is the fitted concentration of half-maximal effect; % is set by controls: 0 for no effect and ±100 for the full control effect; nearly all actives have a fitted effect of over 75% in size
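AlphaScreen detection with an anti-monomethyl H3K9 antibody quantified product after a 2 h room-temperature reaction containing 500 nM biotinylated H3K9 peptide, 20 µM SAM and 20 nM enzyme, which had been preincubated 15 min with compound.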
BAZ2B block – BAZ2B (human) inhibition; Potency, µM (titrated, usually from 114 µM), for the others: at the highest dose activity change, negative = inhibition, most hits filed as inhibitors; Q9UIF8; AlphaScreen BAZ2B-H3K14Ac peptide displacement; 360,000 compounds, 4.4% hits; note: potency is the fitted concentration of half-maximal effect; % is set by controls: 0 for no effect and ±100 for the full control effect; nearly all actives have a fitted effect of over 60% in size
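Complex of BAZ2B and biotin-H3K14Ac (50 nM apiece) forms over 30 min at RT, then faces library compounds up to 110 uM for another 30 min; AlphaScreen beads added, 20 min dark incubation, luminescence read.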
ALOX12 inh – ALOX12 (human) lipoxygenase inhibition; P18054; purified 12hLO, xylenol orange hydroperoxide absorbance; Potency, µM (top dose mostly 108 µM), for inactives: at the top dose activity change, negative = inhibition, usual class: inhibitors; 580,000 compounds, 1.1% hits; note: potency is the fitted concentration of half-maximal effect; % is set by controls: 0 for no effect and ±100 for the full control effect
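Purified human 12hLO (150 nM final) in 25 mM Hepes, 0.01% Triton X-100, pH 7.0 was preincubated 15 min at room temperature with compound. Then 40 uM arachidonic acid was added, 30 min. Hydroperoxide was read by Fe-XO absorbance ratio 573/405 nm.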
ERG-DNA inh – inhibitors of human ERG Ets domain-DNA interaction; fluorescence polarization, His-ERG Ets domain / labelled DNA; Potency, µM (highest dose often 76.9 µM), without a hit: top-dose FP activity, negative = inhibition, most hits filed as inhibitors; P11308; 370,000 compounds, 0.028% hits; active = well fitted inhibition curve with a large enough effect in the polarisation, with a control signal flat; inconclusive = small, poorly fitted or top-dose-only effect, or effect the other way, or a change in a side signal; inactive = no such curve, though single readings can be large or run the other way; the % refers to the polarisation;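 note: polarization taken with two DNA probes labelled with fluorescein and Texas red; potency is the fitted concentration of half-maximal effect; % of control where 0% means no effect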
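His-tagged ERG Ets domain (1 uM in the protein solution; 300mM KCl, 50mM Tris-HCl, 1mM EDTA, 1mM DTT, pH 7.5) received compound, then a probe mix of 5 nM fluorescein-DNA and 100nM Texas-615-DNA. Fluorescence polarization was read for both dyes.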
RGS4 inh – blocks human RGS4-accelerated GTP hydrolysis; AID 504845; Potency, µM (series often up to 114 µM), for inactives: top-dose activity change, negative = inhibition, usual class: inhibitors; Transcreener GDP fluorescence polarization, RGS4-accelerated GTP hydrolysis; P49798; 390,000 compounds, 0.039% hits; note: potency is the fitted concentration of half-maximal effect; % is set by controls: 0 for no effect and ±100 for the full control effect; nearly all actives have a fitted effect of over 75% in size; some results filed as inactive show a strong effect at the top dose
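MLSMR compounds (23 nl, pin-transferred) preincubated 10 min at room temperature with a 500nM (2x) first reagent, then RGS4 at 900nM (2x) plus Transcreener GDP mix added; fluorescence polarization (620/688 nm) read before and after 90 min at 30 °C.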
JMJD2A Tudor – JMJD2A Tudor domain (human) inhibition; O75164; AlphaScreen JMJD2A-Tudor / H3K4me3 peptide binding; Potency, µM (series often up to 114 µM), without a hit: top-dose activity change, negative = inhibition, hits mostly inhibitors; 390,000 compounds, 4.4% hits; note: potency is the fitted concentration of half-maximal effect; % is set by controls: 0 for no effect and ±100 for the full control effect; nearly all actives have a fitted effect of over 50% in size
GLS inhibitor – inhibitors of human glutaminase (GLS); O94925; Potency, µM (doses to about 45.5 µM), inactives show top-dose activity change, negative = inhibition, most hits filed as inhibitors; GLS enzymatic activity, qHTS titration; AID 624170; 410,000 compounds, 0.21% hits; note: potency is the fitted concentration of half-maximal effect; % is set by controls: 0 for no effect and ±100 for the full control effect
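hKGA in 45 mM KH2PO4 pH 8.2, 0.02% Tween-20 with pin-transferred compounds; 1 mM L-glutamine (stock) plus glutamate oxidase/HRP/Amplex Red coupling added. Fluorescence read initially and after 30 min at RT.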
An asterisk follows results filed as active; u = inconclusive; x = not tested or not shown; & = joins results of further samples; [ ] = dose if it differs, or a comment. Unless noted, calls come from the whole dose curve; as a rule, active = well fitted curve in the direction sought with a large enough effect; inconclusive = small, poorly fitted or top-dose-only effect, or another doubt; inactive = no such curve, though single readings can be large; an effect the other way counts as inactive or inconclusive. These rows are one share of the data, so the mix of outcomes need not match the whole.

SMILES	HP1b chromo inh	PI4K2A inh	G9a inh	BAZ2B block	ALOX12 inh	ERG-DNA inh	RGS4 inh	JMJD2A Tudor	GLS inhibitor
O=C(c1cc2ncc(Br)cn2n1)N1CCOCC1	20%	2	u	20%	5%	-11%	-3%	-4%	-15%
COCCCn1c(C)cc(C(=O)CN2c3cccc4cccc(c34)S2(=O)=O)c1C	17%	-2	u	-38%	-21%	-3%	u	-35%	-11%
COc1ccc(N2C(=O)CC3(CCCC3)CC2=O)cc1	41%[activator]	1	25%[59 µM]	-5%	16%	16%	-38%	0%	-10%
COCc1nc(-c2ccc(-c3ccccc3)nc2OC)no1	64%[activator]	3	49%[59 µM]	50%[activator]	0%	5%	-15%	26%	5%
CCc1nnc(NC(=O)CN2CCN(c3ccccc3F)CC2)s1	45%[activator]	-3	50µM*	-36%	0%	0%	-21%[56.9 µM]	-30%	-4%
Cc1cc(C)c2c(n1)sc1c(=O)n(-c3ccccc3C(F)(F)F)nnc12	20%	1	-30%[59 µM]	-8%	-18%	4%	4%	0%	-12%
COc1ccc(-c2cc(C(F)F)n3ncc(C(=O)Nc4ccc(C(=O)N5CCOCC5)cc4)c3n2)cc1	16%	8	7%	-17%	-3%	3%	-24%	-26%	3%
C/C(=N\NC(=O)CSCc1ccc([N+](=O)[O-])cc1)c1ccccc1	6%	0	-31%	5%	-3%	6%	13%	-16%	2%
CN(c1ccccc1C(=O)O)S(=O)(=O)c1ccc2[nH]c(=O)[nH]c2c1	28%	-4	6%	1%	0%	12%	16%	-6%	-1%
O=C(NC1CCCCCC1)C1C2C=CC3(CN(Cc4cccnc4)C(=O)C13)O2 (configuration not stated)	19%	5	7%	2%	6%	-1%	-2%	-12%	-2%
CCC(=O)c1ccc(OCC(=O)OCC(=O)c2cc(C)n(C3CC3)c2C)cc1	-14%	-5	u	u	-5%	-16%	16%	u	-3%
CCOC(=O)c1nc(C)n(-c2cc(OC)c(Cl)cc2Cl)n1	7%	3	4%	3%	-11%	-6%	-21%	-17%	1%
Cc1nn(CC(=O)NCc2ccccc2Cl)c(=O)c2cccn12	38%[activator]	2	-6%[59 µM]	2%	-8%	1%	-54%	-11%	1%
O=C(NCc1cccc(F)c1)c1cccc2c1C(=O)c1ccc(N3CCC(Cc4ccccc4)CC3)cc1S2(=O)=O	44%[activator]	0	x	x	x	1%	-7%	17%	-2%
CC(C)(C)OC(=O)N1CCC(c2c(C(=O)N3CCN(Cc4ccccc4)CC3)cnn2-c2ccc(Cl)cc2)CC1	13%	0	-30%[59 µM]	-4%[57.1 µM]	-11%	-1%	-8%	-13%	1%
O=c1cc(C(F)(F)F)[nH]c2ccc(OC(F)(F)F)cc12	14%	-10	x	2%	34%[activator]	-8%	-26%	-9%	40%[activator]
Cc1ccccc1Nc1ncnc2c1cnn2C	15%&57%	0&0	15%	-10%&-1%	23%&-5%	3%&0%	-32%&5%	-17%&-11%	-1%&-4%
CN(C)/C=C1/N=C(c2ccccc2)OC1=O	23%	1	-1%[59 µM]	0%	-4%	-1%	-34%	-25%	9%
CCOc1ccc(N/C=C/C(=O)c2ccc(OC)cc2)c([N+](=O)[O-])c1	-8%	0	-17%	u	22%	x	-26%	u	0%
COc1ccc(NC(=O)CSc2nnc(Cc3cccn3C)n2CCc2ccccc2)c(OC)c1	-28%	-5	32%[0.501 µM]	50µM*	-2%	3%	-11%	u	5%
O=C1S/C(=C\c2ccc(Cl)cc2)C(=O)N1CCn1cnnn1	45%[activator]	-2	34%	-4%	-8%	3%	-9%	-3%	-6%
O=[N+]([O-])c1cc(C(F)(F)F)c(Cl)cc1N1CCN(CCO)CC1	10%	1	u	5%	7%	4%	17%	-17%	10%
O=C(C[n+]1cccc(Br)c1)c1cccs1	48%[activator]	-5	x	15%	-5%	-7%	-19%	-12%	-22%
Cc1cccc(C(C)(C)C)c1OCCOCCN1CCCC1	-49%	-2	u	-28%	-28%	5%	-50%	2.2µM*	9%
Cc1cc(F)ccc1NC1(c2ccccc2)C(=O)c2ccccc2C1=O	-31%	-8	14µM*	-38%[57.1 µM]	7%	-3%	-12%	u	12%

The final 5 records of the part above open the next one.
SMILES	HP1b chromo inh	PI4K2A inh	G9a inh	BAZ2B block	ALOX12 inh	ERG-DNA inh	RGS4 inh	JMJD2A Tudor	GLS inhibitor
O=C1S/C(=C\c2ccc(Cl)cc2)C(=O)N1CCn1cnnn1	45%[activator]	-2	34%	-4%	-8%	3%	-9%	-3%	-6%
O=[N+]([O-])c1cc(C(F)(F)F)c(Cl)cc1N1CCN(CCO)CC1	10%	1	u	5%	7%	4%	17%	-17%	10%
O=C(C[n+]1cccc(Br)c1)c1cccs1	48%[activator]	-5	x	15%	-5%	-7%	-19%	-12%	-22%
Cc1cccc(C(C)(C)C)c1OCCOCCN1CCCC1	-49%	-2	u	-28%	-28%	5%	-50%	2.2µM*	9%
Cc1cc(F)ccc1NC1(c2ccccc2)C(=O)c2ccccc2C1=O	-31%	-8	14µM*	-38%[57.1 µM]	7%	-3%	-12%	u	12%
CC(=O)OCC(=O)[C@@]12OC3(CCCC3)O[C@@H]1C[C@H]1[C@@H]3CCC4=CC(=O)C=C[C@]4(C)[C@@]3(F)[C@@H](O)C[C@@]12C	10%	2	u	u	-9%	12%	5%	-26%	0%
COc1ccc2c(c1)c(=O)c(C(=O)c1ccc(Cl)cc1)cn2CC(=O)Nc1ccc(F)cc1	22%	6	11%	-4%	3%	-2%	14%	-24%	-14%
Cc1nnc(N/N=C/c2ccccc2F)n1N	38%	-26	11%	-15%	-4%	-3%	-13%	-3%	17%
COC(=O)C1CCN(C(=O)Nc2ccccc2)CC1	27%	-11	u	-3%	-2%	5%	-37%	4%	-5%
CCN(CC)c1ccc2cc(-c3nnc(-c4ccncc4)o3)c(=O)oc2c1	35%	-2	u	11%	-4%	u	-9%	9%	-2%
Cc1cc(C)n2nc(SCC(=O)N(CCC#N)c3ccc(F)cc3)nc2n1	34%	0	21%[12.7 µM]	0%	186%[activator]	-3%	-3%	-4%	3%
N#CC1=C(N)SC2(CCCCC2)SC1c1ccccc1 (configuration not stated)	-12%	20	7.9µM*	-34%	x	11%	-31%	u	12%
CCOc1ccc(CNC(=O)CN2N=C(c3ccccc3)CCC2=O)cc1OC	19%	-5	0%[59 µM]	-2%	0%	-2%	30%	u	-11%
CCN(C(=O)c1cc2c(=O)[nH]c3ccc(C)cc3c2s1)c1ccc(F)cc1	-2%	8	5%	-8%	-21%	15%	-4%[56.9 µM]	-10%	-15%
Cc1nnc(Sc2c(N)n(C)c(=O)n(C)c2=O)s1	40%[activator]	-2	-3%[59 µM]	-4%	0%	-2%	-3%	-2%	-4%
CC(C)C1CC(=O)NC(SCC(=O)Nc2ccc(Br)cc2)=C1C#N (configuration not stated)	21%	-7	-9%[59 µM]	7%	u	1%	29%	-5%	-2%
CCc1nc(N2CCN(C(=O)c3ccco3)CC2)c(C#N)c2c1COC(C)(C)C2	12%	-5	-14%	u	-16%	-2%	-17%	-15%	2%
CCCOc1ccc(CNC(=O)CCC(=O)n2ncc3cc(C)ccc32)cc1	31%	5	u	7%	22%	-6%	-8%	1%	-11%
CCOC(=O)c1c(CSc2ccc(CC)cc2)oc2ccc(O)c(CN(C)C)c12	0%	-2	-42%	u	u	0%	-6%	u	-5%
CC(=O)N1c2ccccc2C(=O)OC1c1cccnc1 (configuration not stated)	8%	-1	-18%	1%	-6%	2%	17%	-15%	0%
CC(c1ccccn1)C(C)(O)C(C)c1ccccn1 (configuration not stated)	29%	1	x	x	-13%	-5%	8%	-3%	-1%
CCOC(=O)N1CCC(NC(=O)C(Cc2ccccc2)NC(=O)C2CCCCC2)CC1 (configuration not stated)	8%	3	-21%[59 µM]	16%	-2%	-3%	1%	-5%	5%
O=C(CCc1nc2ccccc2[nH]1)Nc1ccccc1	1%	2	-10%[12.7 µM]	6%	1%	-4%	0%[11.4 µM]	-11%[11.4 µM]	-8%
CC(C)=NNC(=O)CN1C(=O)NC2NC(=O)NC21 (configuration not stated)	16%	2	79µM*	5%	-17%	17%	14%	-6%	-3%
O=C(/C=C/c1ccccc1)Oc1cccc(C(=S)N2CCOCC2)c1	-12%	20	40µM*	0%	-10%	5%	-20%	-13%	1%
CCOc1cccc(-c2cc(C(=O)NN)[nH]n2)c1	23%	-2	x	0%	0%	5%	-15%	-7%	u
CCCN(CC(=O)c1cc(C)n(C)c1C)S(=O)(=O)c1cccc(C(F)(F)F)c1	-23%	7	2%[59 µM]	u	0%	-1%	-37%	u	3%
C/[N+]([O-])=C\CC(=O)c1ccc(-c2ccccc2)cc1	-11%	3	14µM*	-27%	-14%	-6%	u	32µM*	2%

An excerpt from above in order of their number in HP1b chromo inh, descending.
SMILES	HP1b chromo inh	PI4K2A inh	G9a inh	BAZ2B block	ALOX12 inh	ERG-DNA inh	RGS4 inh	JMJD2A Tudor	GLS inhibitor
Cc1nnc(N/N=C/c2ccccc2F)n1N	38%	-26	11%	-15%	-4%	-3%	-13%	-3%	17%
COc1ccc2c(c1)c(=O)c(C(=O)c1ccc(Cl)cc1)cn2CC(=O)Nc1ccc(F)cc1	22%	6	11%	-4%	3%	-2%	14%	-24%	-14%
CCOC(=O)c1nc(C)n(-c2cc(OC)c(Cl)cc2Cl)n1	7%	3	4%	3%	-11%	-6%	-21%	-17%	1%
